Source: PubChem (several laboratories)
NRP1-CendR mod – modulators of CendR peptide binding to human neuropilin-1 | FAM-RPARPAR peptide binding to NRP-1, fluorescence polarization | 0.85% of 360,000 active | O14786 | inhibition, % at 25 µM;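 active means inhibition or corrected inhibition above about 18%, plus a signal ratio from 0.5 to 1.5, limit read from the data, passing the limit was not always enough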; further: strong numbers were not always called active
Target sequence (O14786 whole entry, looked up): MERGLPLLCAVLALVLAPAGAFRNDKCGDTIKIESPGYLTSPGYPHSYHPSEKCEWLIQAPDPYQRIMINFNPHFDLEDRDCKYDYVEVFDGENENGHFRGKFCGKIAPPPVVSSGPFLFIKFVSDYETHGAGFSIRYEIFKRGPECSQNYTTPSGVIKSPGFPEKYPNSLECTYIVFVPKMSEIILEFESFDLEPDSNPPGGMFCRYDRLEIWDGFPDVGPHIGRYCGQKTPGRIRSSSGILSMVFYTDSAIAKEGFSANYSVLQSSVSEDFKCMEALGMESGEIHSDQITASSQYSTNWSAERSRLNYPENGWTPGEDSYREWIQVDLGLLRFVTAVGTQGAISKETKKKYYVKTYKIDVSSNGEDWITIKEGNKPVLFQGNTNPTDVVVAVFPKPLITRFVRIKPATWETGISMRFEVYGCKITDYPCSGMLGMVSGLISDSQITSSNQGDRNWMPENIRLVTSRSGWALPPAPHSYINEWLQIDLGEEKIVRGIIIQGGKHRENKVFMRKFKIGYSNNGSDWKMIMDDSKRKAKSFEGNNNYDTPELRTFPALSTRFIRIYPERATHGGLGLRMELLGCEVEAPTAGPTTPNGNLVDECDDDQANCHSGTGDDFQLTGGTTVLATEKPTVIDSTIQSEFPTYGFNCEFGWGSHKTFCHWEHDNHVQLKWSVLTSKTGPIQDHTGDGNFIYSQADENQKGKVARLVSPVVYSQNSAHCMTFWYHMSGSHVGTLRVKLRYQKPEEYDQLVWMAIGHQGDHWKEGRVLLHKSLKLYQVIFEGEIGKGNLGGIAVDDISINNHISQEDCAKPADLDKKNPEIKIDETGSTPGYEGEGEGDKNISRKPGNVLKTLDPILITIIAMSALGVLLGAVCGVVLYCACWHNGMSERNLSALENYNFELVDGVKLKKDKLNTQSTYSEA
LMPTP inh – blocks human LMPTP phosphatase; 0.22% of 360,000 active; inhibition, % at 20 µM; P24666; recombinant LMPTP-A, OMFP fluorogenic substrate, fluorescence intensity;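 active means compounds that cut the enzyme signal by at least half of the control window in the single-dose screen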;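 further: plate controls were DMSO wells with enzyme plus substrate for no effect and substrate without enzyme for full effect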
Target sequence (P24666 whole entry, looked up): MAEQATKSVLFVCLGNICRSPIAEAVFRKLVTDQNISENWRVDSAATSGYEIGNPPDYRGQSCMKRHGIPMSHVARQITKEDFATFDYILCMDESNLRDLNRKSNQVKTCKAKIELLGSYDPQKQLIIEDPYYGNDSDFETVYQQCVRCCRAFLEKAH
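Test system – LMPTP-A phosphatase enzyme · Quantity – 0.625 nM LMPTP-A final · Reagent – OMFP substrate, 400 µM final · Dosing – one test concentration per compound, 20 µM, with 3% DMSO overall · Timing – 50 min enzyme reaction at room temperature, protected from light · Detection – fluorescence intensity · Controls – substrate-only low control, DMSO enzyme-plus-substrate high control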
Tb MetRS inh – Trypanosoma brucei MetRS inhibition. AID 624268. inhibition, % at 11.9 µM. 0.4% of 360,000 active. purified T. brucei MetRS, ATP depletion, Kinase-Glo luminescence;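 active means inhibition above a per-plate cutoff of the control wells' mean inhibition plus 3 SD, cut at about 5.5% in these data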;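 further: 0% = DMSO wells median and 100% = median of wells with control inhibitor compound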
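Test system – parasite MetRS enzyme · Reagent – substrates ATP, L-methionine and bulk Escherichia coli tRNA · Doses – 11.9 µM compound single dose, 0.9% DMSO · Times – 15 min enzyme-compound preincubation, 2 h reaction, 10 min detection, 25 °C · Signal – Kinase-Glo luminescence, ATP depletion format · Controls – DMSO-only wells as low control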
Neddyl block – cullin neddylation inhibition; AID 651699; TR-FRET cullin neddylation, biochemical; P61081+Q13564; calls only at 25 µM; 0.58% of 360,000 active; in the data active means inhibition above about 36%
STEP inh – blocks human striatal-enriched tyrosine phosphatase | AID 588621 | 0.25% of 360,000 active | inhibition, % at 20 µM | P54829 | recombinant STEP, OMFP fluorogenic substrate, fluorescence;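 active means inhibition at 20 µM, scaled per plate between control wells, above about 37%, limit read from the data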;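 further: 0% = DMSO with enzyme and substrate and 100% = substrate only without enzyme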
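Also added – OMFP at 25 µM · Test system – STEP tyrosine phosphatase · Technique – FITC-channel fluorescence of OMFP product · Schedule – 20 min at room temperature, dark · Evaluation – control-normalized % inhibition with plate pattern correction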
Scp-1 inhibitor – inhibitors of human Scp-1 phosphatase; 0.88% of 340,000 active; Recombinant Scp1, phosphopeptide, malachite green phosphate absorbance; Q9GZU7; AID 493091; inhibition, % at 20 µM;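 active means inhibition above about 50% at 20 µM, limit read from the data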;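 further: plate controls were DMSO wells with enzyme for no effect and wells lacking enzyme for full effect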
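Material: truncated SCP-1 phosphatase (76-261aa) / Buffer or medium: 50 mM Tris acetate pH 5.5, 0.005% Tween-20, 10 mM MgCl2 / Compound dosing: one concentration, 20 µM, with 1.0% DMSO / Incubation: 45 min room-temperature reaction, 5 min colour, 30 min stabiliser / Detection: colorimetric free-phosphate detection, absorbance 630 nm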
SUMO1 PPI mod – modulators of human SUMO1-mediated protein-protein interactions | SUMO1 binding to a labelled peptide, TR-FRET, 1 h | inhibition, % at 20 µM | 0.33% of 360,000 active; in the data active means inhibition above about 37%
NadD inh – blocks S. aureus nicotinate mononucleotide adenylyltransferase; purified NadD enzyme, colorimetric absorbance read-out; inhibition, % at 20 µM; 0.78% of 360,000 active; AID 602399; in the data active means inhibition above about 26%; further: some compounds past the cut are filed as inactive
SKN-1 block – C. elegans SKN-1 inhibition; C. elegans VP596 Pgst-4::GFP/RFP ratio, acrylamide-induced, 24 h; inhibition, % at 21.8 µM; 0.49% of 360,000 active; AID 624304;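 active means interference check ratio from 0.5 to 1.5 plus GFP to RFP signal ratio inhibition reaching or exceeding a fixed threshold, cut at about 30% in these data, passing the limit was not always enough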; further: some compounds called inactive have numbers as strong as hits
DNMT1 inh – DNMT1 (human) enzyme inhibition | 0.83% of 360,000 active | inhibition (reported as % activation of signal), % at 10 µM | P26358 | DNMT1 molecular beacon, Hinp1I cleavage, fluorescence; in the data active means inhibition above about 50%
Starred values were filed as active, the others as inactive; i = inactive; · = no result given.

SMILES	NRP1-CendR mod	LMPTP inh	Tb MetRS inh	Neddyl block	STEP inh	Scp-1 inhibitor	SUMO1 PPI mod	NadD inh	SKN-1 block	DNMT1 inh
COc1ccc(C)cc1S(=O)(=O)Nc1cccc(SC)c1	-3	0.3	-0.5	i	-1	-9	-3	-10	0	-4
CCOC(=O)C1=C(C)NC2=C(C(=O)CCC2)C1c1cccs1 (stereo unspecified)	-3	-1.7	-0.9	i	-5	-8	-2	-9	-4	-2
COc1ccc(N(CC(=O)NC(C)C)S(=O)(=O)c2ccc(NC(C)=O)cc2)cc1	5	-1.0	-1.1	i	2	30	1	7	-1	4
CCC(C)SCC(=O)Nc1ccc(S(=O)(=O)N2CCOCC2)cc1OC (stereo unspecified)	1	-0.3	0.7	i	3	-6	-1	-7	-1	-1
COc1ccc(NS(=O)(=O)c2ccc(O)c(NS(=O)(=O)c3ccc(NC(C)=O)cc3)c2)cc1	4	-0.2	0.0	i	-3	-15	9	-5	0	4
Cc1nc2sccn2c(=O)c1Cl	-6	-1.7	-0.2	i	-1	-5	3	5	3	1
COc1ccc(NC(=O)COc2cccc(-n3cnnn3)c2)cc1Cl	-10	1.4	-0.3	i	1	-5	0	-1	10	1
CC(C)CN(CCC(=O)O)CC(C)C	8	-1.3	-0.4	i	-3	-7	0	10	-9	5
COc1cc(/C=N/NC(=O)c2ccncc2)ccc1OC(=O)c1cccc(Br)c1	13	2.6	-0.4	i	2	-10	-8	-18	3	-4
O=Nc1c(O)[nH]c2ccc(F)cc12	-2	-21	-0.7	i	0	-1	-11	1	-10	-2
Cc1ccc(SCC(=O)OCC(=O)NCCC2=CCCCC2)cc1	-4	1.0	-0.3	i	2	-2	-1	-3	6	1
COc1ccc(/C=N/N(C)c2cc(=O)n(C)c(=O)[nH]2)cc1OC	1	0.4	-0.8	i	4	-1	-2	-2	5	-22
Cc1c(Cl)cccc1NC(=O)CC(C(=O)O)C1CCCO1 (stereo unspecified)	-7	-2.2	-0.9	i	-4	-4	0	11	-1	1
O=C(Nc1nnc(S(=O)(=O)N2CCCCCC2)s1)c1ccccc1F	-16	1.5	0.1	i	-2	-12	12	-3	-6	4
COC(=O)c1sc(S(=O)(=O)N2CC(C)OC(C)C2)c(C(=O)OC)c1C (stereo unspecified)	1	-0.7	-0.3	i	-3	-7	-3	-10	4	2
CCOC(=O)c1c(NC(=O)CSc2nnc(-c3ccc(C)cc3)o2)sc(C(C)=O)c1C	5	0.4	-1.4	i	-2	-1	-8	0	-4	-4
O=C(COc1cc(Cl)c(Cl)cc1Cl)NC(=O)NC1CCCC1	4	2.5	0.5	i	-1	0	-1	-3	11	1
O=C(Nc1ccc(NC(=O)C2CC2)nc1)c1ccco1	0	0.6	-0.4	i	-2	-9	1	9	-17	-2
Cc1cc(C)n(C(=O)CNC(=O)c2cccs2)n1	22	0.1	-1.5	i	1	-5	-3	0	-7	1
Cc1cccc(NC(=O)c2ccc3ccccc3n2)c1C	-4	2.0	-1.1	i	2	-2	-2	0	2	1
O=C(NCc1ccccn1)c1c(O)c2c([nH]c1=O)CCCC2	-3	-1.3	-0.9	i	0	0	0	-1	6	0
CC(=O)C1=C(C)NC(SCc2cccc3ccccc23)=C(C#N)C1c1ccco1 (stereo unspecified)	-8	1.6	0.2	i	1	-12	1	17	8	-16
CC(C)[C@@H](CSc1ccccc1)N1CCN(Cc2ccccc2)CCC1=O	13	-0.3	-0.2	i	-3	-10	7	-2	-19	-1
O=C(NC1CCCCC1)c1ccc(S(=O)(=O)N2CCOCC2)cc1	-4	-1.0	0.3	i	-3	-10	1	3	7	1
CC(C)CCNC(=O)CCNS(=O)(=O)c1ccc(Cl)cc1	-8	-0.2	0.3	i	-3	-6	-3	-4	-4	-1
O=C(COC(=O)Cc1cccs1)Nc1cccc(S(=O)(=O)N2CCOCC2)c1	-26	0.6	-0.2	i	-2	3	0	-4	0	16
COc1ccc(-c2csc3nc(C)nc(N4CCN(C(C)=O)CC4)c23)cc1OC	5	0.4	0.2	i	-2	-1	-2	4	0	1
O=C(O)CSC(=S)N1CCCC1	-2	0.5	-0.1	i	2	-2	4	-1	0	-1
COc1ccc(C2Nc3ccccc3C(=O)N2O)cc1CN1CCOCC1 (stereo unspecified)	-6	-2.2	0.1	i	4	-7	-3	-3	10	4
COC(=O)c1cc(S(=O)(=O)N2CCN(c3cccc(C)c3)C(C)C2)c[nH]1 (stereo unspecified)	9	1.2	-0.2	i	2	-5	-1	-1	21	1
Cc1ccc(C(C)C)c(Oc2nnnn2-c2ccccc2)c1	11	-0.3	-1.3	i	2	-5	-3	-3	1	0
CCCCOc1ccc(C(=O)NCC(=O)NC(C)CCc2ccccc2)cc1 (stereo unspecified)	16	1.2	-0.2	i	-1	-5	3	-2	7	-6
CCN(CC)C(=O)CSc1n[nH]c(=O)n1CCc1ccccc1	2	-0.7	0.1	i	2	-3	7	-13	12	0
Cc1sc2nc(COC(=O)c3ccc(N4CCCC4)c([N+](=O)[O-])c3)[nH]c(=O)c2c1C	-72	0.9	0.8	i	1	-5	-2	29	3	6
COc1ccc(OC)c(S(=O)(=O)N2c3cc(F)ccc3CCC2C)c1 (stereo unspecified)	12	-0.1	-0.9	i	1	-8	-3	-7	3	1
CC(C)CNC(=O)COCc1cc(-c2ccc3c(c2)OCO3)on1	2	0.6	-1.9	i	-2	-6	1	-4	-14	-4
CCOCCCN(C(=O)CCC(=O)Nc1cc(C)on1)C(C(=O)NC(C)(C)C)c1ccccc1Cl (stereo unspecified)	5	0.2	-0.3	i	0	-5	-3	0	-3	-2
CC(C)Cn1c(=O)[nH]c2ccccc21	12	-1.2	-0.8	i	2	-12	18	-2	-9	1
CCCc1cc(C(N)=O)c(NC(=O)C2CCCO2)s1 (stereo unspecified)	-14	1.6	0.0	i	11	-4	5	0	10	-9
O=C(O)c1cccc(N=C2NC(=O)C(CO)(CO)S2)c1	-2	-1.8	-0.3	i	-2	-7	4	-4	-10	22
CS(=O)(=O)c1ccc(Cl)c(NC(=O)c2ccc3ccccc3c2)c1	-7	1.2	0.5	i	-3	-10	-4	-1	2	4
Cc1ccc(C(=O)N/N=C\c2cc3c(cc2Br)OCO3)cn1	-1	-2.5	-0.6	i	-3	-5	-5	-8	17	8
O=C(O)CCCCCN1C(=O)C(O)=C(C(=O)/C=C/c2ccccc2)C1c1cccc([N+](=O)[O-])c1 (stereo unspecified)	20	1.1	-0.1	i	1	-6	-6	1	-7	-1
CC1(C(=O)NC2CCCC2)CCC(=O)N1Cc1ccccc1Cl (stereo unspecified)	-4	-1.7	-0.1	i	-5	-10	-4	4	9	3
C=CCN1CCN(C(=O)c2ccc(-c3ccccc3)cc2)CC1	5	-1.4	-0.1	i	-1	-1	-1	-4	12	2

4 of the compounds above, as labelled records:
mol: O=C(Nc1ccc(NC(=O)C2CC2)nc1)c1ccco1
  NRP1-CendR mod: 0 | LMPTP inh: 0.6 | Tb MetRS inh: -0.4 | Neddyl block: i | STEP inh: -2 | Scp-1 inhibitor: -9 | SUMO1 PPI mod: 1 | NadD inh: 9 | SKN-1 block: -17 | DNMT1 inh: -2

mol: Cc1cc(C)n(C(=O)CNC(=O)c2cccs2)n1
  NRP1-CendR mod: 22 | LMPTP inh: 0.1 | Tb MetRS inh: -1.5 | Neddyl block: i | STEP inh: 1 | Scp-1 inhibitor: -5 | SUMO1 PPI mod: -3 | NadD inh: 0 | SKN-1 block: -7 | DNMT1 inh: 1

mol: Cc1cccc(NC(=O)c2ccc3ccccc3n2)c1C
  NRP1-CendR mod: -4 | LMPTP inh: 2.0 | Tb MetRS inh: -1.1 | Neddyl block: i | STEP inh: 2 | Scp-1 inhibitor: -2 | SUMO1 PPI mod: -2 | NadD inh: 0 | SKN-1 block: 2 | DNMT1 inh: 1

mol: O=C(NCc1ccccn1)c1c(O)c2c([nH]c1=O)CCCC2
  NRP1-CendR mod: -3 | LMPTP inh: -1.3 | Tb MetRS inh: -0.9 | Neddyl block: i | STEP inh: 0 | Scp-1 inhibitor: 0 | SUMO1 PPI mod: 0 | NadD inh: -1 | SKN-1 block: 6 | DNMT1 inh: 0

The listing picks up, starting 5 compounds before the break.
SMILES	NRP1-CendR mod	LMPTP inh	Tb MetRS inh	Neddyl block	STEP inh	Scp-1 inhibitor	SUMO1 PPI mod	NadD inh	SKN-1 block	DNMT1 inh
CS(=O)(=O)c1ccc(Cl)c(NC(=O)c2ccc3ccccc3c2)c1	-7	1.2	0.5	i	-3	-10	-4	-1	2	4
Cc1ccc(C(=O)N/N=C\c2cc3c(cc2Br)OCO3)cn1	-1	-2.5	-0.6	i	-3	-5	-5	-8	17	8
O=C(O)CCCCCN1C(=O)C(O)=C(C(=O)/C=C/c2ccccc2)C1c1cccc([N+](=O)[O-])c1 (stereo unspecified)	20	1.1	-0.1	i	1	-6	-6	1	-7	-1
CC1(C(=O)NC2CCCC2)CCC(=O)N1Cc1ccccc1Cl (stereo unspecified)	-4	-1.7	-0.1	i	-5	-10	-4	4	9	3
C=CCN1CCN(C(=O)c2ccc(-c3ccccc3)cc2)CC1	5	-1.4	-0.1	i	-1	-1	-1	-4	12	2
c1csc(-c2nn3c(C4CCCCC4)nnc3s2)c1	-11	-0.2	-0.4	i	2	-4	-10	-3	1	3
O=C(Nc1cccc(C(F)(F)F)c1)c1csc([C@@H]2O[C@H](CO)[C@H](O)[C@H](O)[C@H]2O)n1	-4	-2.1	-0.1	i	-2	·	3	2	22	1
N#CC1=C(N)OC2=C(C(=O)CCC2)C12CCN(C(=O)OCc1ccccc1)CC2	5	-2.2	0.1	i	1	-7	1	-1	-3	-4
CC(=O)N1CCN(C2=Nc3cccc4cccc2c34)CC1	9	1.0	-0.7	i	-1	-12	-23	-6	7	1
Cc1cc(C)c(C)c(S(=O)(=O)Nc2cccnc2)c1C	4	0.3	1.5	i	1	0	2	-7	4	6
CCOC(=O)c1cc(-c2ccccc2)n(Cc2cc(CC)no2)n1	-1	-0.5	0.3	i	1	-5	7	-5	4	1
COc1cc(C(=O)NCCSc2ccccc2)cc(OC)c1OC	5	-1.4	-0.5	i	-5	-5	-3	-8	-7	-6
Brc1ccc2nc(C3CCCCC3)c(Cc3ccsc3)n2c1	14	0.8	0.7	i	-1	·	-1	4	-3	6
Cc1cccc(-c2n[nH]c(=S)n2/N=C/c2ccc(C)o2)c1	11	-0.2	-0.3	i	-2	0	-5	-1	9	8
